Screens as filed in PubChem.
Tau fibril FP: tau fibrillization inhibition (FP); Potency, µM (top dose mostly 57.7 µM), for the others: at the highest dose activity, negative = inhibition, usual class: inhibitors; K18 P301L tau heparin fibrillization, Alexa594 FP, 6 h; AID 1468; P10636; 280,000 tested, 0.39% active; further: nearly all actives have a fitted effect of over 55% in size
Target sequence (P10636 561-689 P618L limits assumed): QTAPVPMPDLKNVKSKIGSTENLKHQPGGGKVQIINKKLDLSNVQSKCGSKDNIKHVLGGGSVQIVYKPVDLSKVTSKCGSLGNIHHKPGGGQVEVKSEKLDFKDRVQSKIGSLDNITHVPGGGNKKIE
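Heparin (20 uM) drove fibril formation of recombinant tau K18 P301L, 15 uM unlabeled with 0.24 uM Alexa 594 label, for 6 hr at 37 C in 100 mM sodium acetate pH 7. Fluorescence polarization (555/632 nm) read 1 hr after 30 uM ThT.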
Tau ThT inhib: blocks human tau fibril formation measured by thioflavin T; recombinant tau K18 P301L (four-repeat tau fragment), heparin-induced fibrillization, ThT fluorescence; 270,000 tested, 2.1% active; P10636; AID 1460; Potency, µM (highest dose often 57.4 µM), without a hit: at the top dose activity, negative = inhibition, most hits filed as inhibitors; further: nearly all actives have a fitted effect of over 55% in size
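K18 P301L tau (15 uM + 0.24 uM Alexa 594-tagged), heparin 20 uM, NaOAc pH 7, 6 h 37 C; ThT 30 uM, 1 h RT, ex 450/em 510 nm.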
TRb-SRC2 inh: TRbeta-SRC2 interaction inhibition; P10828; TRbeta-SRC2 peptide binding, fluorescence polarization; receptor liganded with 1 µM T3; Potency, µM (top dose mostly 106 µM), inactives show at the highest dose activity change, negative = inhibition, actives largely listed as inhibitors; 280,000 tested, 0.065% active; AID 1469;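 further: plate controls were bound peptide for no effect and peptide without receptor for full effect; nearly all actives have a fitted effect of over 50% in size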
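Polarization signal, normalized between peptide-alone and full complex controls, measured compound effects on T3-liganded human TRb LBD (0.6 uM) binding 20 nM Texas Red SRC2 peptide after 5 hr.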
RGS12 GoLoco inh: inhibitors of human Gai1-RGS12 GoLoco interaction (red fluorophore). 230,000 tested, 0.44% active. P63096. Gai1:RGS12 GoLoco peptide FP, rhodamine, 10 min. Potency, µM (series often up to 61.6 µM), without a hit: at the highest dose activity, negative = inhibition, usual class: inhibitors; active means well fitted inhibition curve with a large enough effect, not every such curve was filed as active; inactive means no such curve, though single readings can be large or run the other way; further: nearly all actives have a fitted effect of over 30% in size; many of its hits are not listed in these tables
TexasRed fluor: counter-screen for TRb-SRC2 inhibitors: fluorescence interference. TRb/SRC2 Texas Red total fluorescence interference. Potency, µM (series often up to 106 µM), for inactives: top-dose fluorescence change, negative = quenching. 280,000 tested, 0.29% active. AID 1479; active means well fitted curve in either direction with a large enough effect; inconclusive means small, poorly fitted or top-dose-only effect
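Flags fluorescent or light-absorbing compounds by total fluorescence, S + 2P, at 555 nm excitation and 632 nm emission. Mixture: 20 nM Texas Red SRC2 peptide, 0.6 uM human TRb LBD, 1 uM T3, 5% DMSO; compound exposure 5 h at ambient temperature.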
RECQ1 inh: blocks DNA unwinding by human RECQ1; RECQ1 DNA unwinding, red fluorescence kinetic read; Potency, µM (doses to about 57.3 µM), for the others: at the highest dose activity, negative = inhibition, most hits filed as inhibitors; P46063; 240,000 tested, 0.54% active;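 further: plate controls were vehicle for no effect and no enzyme for full effect; nearly all actives have a fitted effect of over 30% in size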
Target sequence (P46063 whole entry, looked up): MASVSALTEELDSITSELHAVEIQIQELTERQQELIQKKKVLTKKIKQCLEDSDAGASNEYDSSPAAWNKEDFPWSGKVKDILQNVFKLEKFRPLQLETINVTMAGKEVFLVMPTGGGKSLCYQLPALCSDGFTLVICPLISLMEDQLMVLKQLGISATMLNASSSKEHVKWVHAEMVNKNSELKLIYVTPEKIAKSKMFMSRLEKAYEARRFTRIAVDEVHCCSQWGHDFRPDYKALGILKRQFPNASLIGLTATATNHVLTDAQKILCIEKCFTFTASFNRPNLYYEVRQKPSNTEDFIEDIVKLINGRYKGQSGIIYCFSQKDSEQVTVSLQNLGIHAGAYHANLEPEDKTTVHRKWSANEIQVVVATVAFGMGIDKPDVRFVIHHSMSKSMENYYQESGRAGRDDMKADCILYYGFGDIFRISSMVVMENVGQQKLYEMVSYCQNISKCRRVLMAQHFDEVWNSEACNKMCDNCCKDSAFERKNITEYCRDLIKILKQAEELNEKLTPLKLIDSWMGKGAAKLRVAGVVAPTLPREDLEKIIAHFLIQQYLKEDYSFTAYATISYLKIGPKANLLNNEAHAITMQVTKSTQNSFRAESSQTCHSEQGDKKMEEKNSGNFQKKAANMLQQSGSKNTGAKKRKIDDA
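50 nM RECQ1T1 preincubated 15 min with compound in Tris pH 8.0 buffer with MgCl2, DTT, Tween-20 and 2.5 ug/ml poly(dI-dC); started with 200 nM TAMRA/BHQ-2 forked duplex and 2 mM ATP. Unwinding read as fluorescence (525/598 nm), two reads 2 h apart.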
L3MBTL1 inh: inhibitors of human L3MBTL1 | Q9Y468 | AlphaScreen L3MBTL1–H3K9me1 peptide binding | Potency, µM (top dose mostly 57.1 µM), without a hit: top-dose activity, negative = inhibition, most hits filed as inhibitors | 230,000 tested, 0.66% active | AID 485360; further: nearly all actives have a fitted effect of over 60% in size
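Displacement of a biotinylated histone H3(1-15) peptide monomethylated at Lys9 (75 nM) from L3MBTL1 (50 nM) was measured by AlphaScreen after a 30 min room-temperature compound incubation; cefsulodin titration served as intraplate control.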
KDM4E inh: blocks human JMJD2E demethylase activity | B2RXH2 | JMJD2E catalytic domain, FDH-coupled NADH fluorescence (FDH is formaldehyde dehydrogenase) | Potency, µM (series often up to 57.1 µM), for inactives: top-dose activity change, negative = inhibition, hits mostly inhibitors | 230,000 tested, 1.6% active; active means well fitted inhibition curve with a large enough effect, not every such curve was filed as active; inconclusive means small, poorly fitted or top-dose-only effect, or another doubt; inactive means no such curve, though single readings can be large or run the other way;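 further: 0% = wells with enzyme and -100% = buffer wells without enzyme; nearly all actives have a fitted effect of over 50% in size; many of its hits are not listed in these tables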
* hit, by the source's call; [ ] = remark or other dose. Unless noted, the call rests on the fitted dose curve; in most records, active means well fitted curve in the direction sought with a large enough effect; inconclusive means small, poorly fitted or top-dose-only effect, or another doubt; inactive means no such curve, though single readings can be large; an effect the other way counts as inactive or inconclusive. Unless noted, on the % scale 0 is the no-effect control and ±100 the full control effect; potency means the concentration at half of the fitted maximal effect.

`Cn1cc(CN2CCCC(C(=O)c3nccn3C)C2)c(-c2cccc(Cl)c2)n1` (stereo not given) gave Tau fibril FP 6%, Tau ThT inhib -3%, TRb-SRC2 inh 8%, RGS12 GoLoco inh 0%, TexasRed fluor -1%, RECQ1 inh -1%, L3MBTL1 inh 0% and KDM4E inh 2%.
Cc1ccccc1OCC(=O)OCC(=O)Nc1ccc(N2CCOCC2)cc1 was read as Tau fibril FP -3%, Tau ThT inhib -13%, TRb-SRC2 inh -2%, RGS12 GoLoco inh 10%, TexasRed fluor -5%, RECQ1 inh -14%, L3MBTL1 inh 4% and KDM4E inh 2%.
`COc1cc(C2C3=C(CC(C)(C)CC3=O)OC3=C2C(=O)CC(C)(C)C3)cc([N+](=O)[O-])c1O` gave Tau fibril FP 3%, Tau ThT inhib -18%, TRb-SRC2 inh 8%[53 µM], RGS12 GoLoco inh 20%, TexasRed fluor -1%[53 µM], RECQ1 inh -3%, L3MBTL1 inh -12% and KDM4E inh -4%.
Screening CCOc1ccc(C(=O)NCC(=O)OC2CCOC2=O)cc1OCC (stereo not given) returned Tau fibril FP -2%, Tau ThT inhib 11%, TRb-SRC2 inh -1%, RGS12 GoLoco inh -4%, TexasRed fluor -1%, RECQ1 inh 11% and KDM4E inh 2%.
Screening O=C(CNCCO)NC12CC3CC(CC(C3)C1)C2 returned Tau fibril FP -5%, Tau ThT inhib -11%, TRb-SRC2 inh -6%, RGS12 GoLoco inh -4%, TexasRed fluor -3%, RECQ1 inh -3%, L3MBTL1 inh 1% and KDM4E inh 0%.
O=C(N/N=C/c1ccc(O)cc1)c1ccc(NC(=O)c2ccccc2Br)cc1 was read as Tau fibril FP 7%, Tau ThT inhib -29%, TRb-SRC2 inh 10%, RGS12 GoLoco inh 2%, TexasRed fluor -1%, RECQ1 inh -16%, L3MBTL1 inh -1% and KDM4E inh -22%.
`O=C(COC(=O)CNC(=O)c1ccccc1Cl)Nc1ncc(C(F)(F)F)cc1Cl` gave Tau fibril FP 0%, Tau ThT inhib -6%, TRb-SRC2 inh -2%, RGS12 GoLoco inh 1%, TexasRed fluor 1%, RECQ1 inh inactive, L3MBTL1 inh 1% and KDM4E inh -2%.
For CCOC(=O)c1ccc(-n2c(C)nc3ccccc3c2=O)cc1 the results were Tau fibril FP -3%, Tau ThT inhib 11%, TRb-SRC2 inh 2%, RGS12 GoLoco inh -1%, TexasRed fluor 3%, RECQ1 inh 12%, L3MBTL1 inh 10% and KDM4E inh 1%.
CCN=C1SC(CC(=O)Nc2ccc(N3CCOCC3)cc2)C(=O)N1CC (stereo not given) was read as Tau fibril FP 6%, Tau ThT inhib -16%, TRb-SRC2 inh -2%, RGS12 GoLoco inh -18%, TexasRed fluor 1%, RECQ1 inh inactive, L3MBTL1 inh 1% and KDM4E inh 2%.
`CC(=O)NC1C(Oc2ccccc2C)OC2COC(c3ccco3)OC2C1O` (stereo not given) gave Tau fibril FP 8%, Tau ThT inhib 5%, TRb-SRC2 inh 3%, RGS12 GoLoco inh 7%, TexasRed fluor -1%, RECQ1 inh 2%, L3MBTL1 inh -2% and KDM4E inh 2%.
O=C(O)C1CCC(CNCc2ccccc2Cl)CC1 (stereo not given) was read as Tau fibril FP 10%, Tau ThT inhib -3%, TRb-SRC2 inh -1%, RGS12 GoLoco inh -5%, TexasRed fluor -3%, RECQ1 inh 2%, L3MBTL1 inh 11% and KDM4E inh 10%.
`Cc1nn(-c2ccccc2)nc1C(=O)NN` gave Tau fibril FP -3%, Tau ThT inhib -8%, TRb-SRC2 inh 0%, RGS12 GoLoco inh 3%, TexasRed fluor -3%, RECQ1 inh inactive, L3MBTL1 inh -3% and KDM4E inh 13%.
`O=C(CSc1nc2ccsc2c(=O)n1Cc1ccccc1Cl)NCc1ccc(Cl)cc1` gave Tau fibril FP -11%, Tau ThT inhib 14%, TRb-SRC2 inh 1% and TexasRed fluor 0%.
Screening CCOc1ccc(OCCCC(=O)Nc2nc3ccccc3[nH]2)cc1 returned Tau fibril FP -12%, Tau ThT inhib inconclusive, TRb-SRC2 inh -10%, RGS12 GoLoco inh -2%, TexasRed fluor -4%, RECQ1 inh 0%, L3MBTL1 inh 18% and KDM4E inh -2%.
Screening CCOC(=O)C(Cc1c[nH]c2ccccc12)NC(=O)COc1ccc(Cl)cc1 (stereo not given) returned Tau fibril FP -2%, Tau ThT inhib -11%, TRb-SRC2 inh -1% and TexasRed fluor inconclusive.
For CCC(=O)Nc1ccc(/C(C)=N/NC(=O)c2c(Br)c(C)nn2C)cc1 the results were Tau fibril FP -3%, Tau ThT inhib inconclusive, TRb-SRC2 inh -1%, RGS12 GoLoco inh 0%, TexasRed fluor 0%, RECQ1 inh 8%, L3MBTL1 inh 3% and KDM4E inh 3%.
`COc1ccccc1N1CCN(C(=O)c2ccc(CN3CCc4ccccc4C3)cc2)CC1` gave Tau fibril FP -5%, Tau ThT inhib inconclusive, TRb-SRC2 inh -5%, RGS12 GoLoco inh 10%, TexasRed fluor -1%, RECQ1 inh -3% and KDM4E inh -8%.
Screening CC(C)CCNC(=O)C1CCC(CNc2c(N3CCCC3)c(=O)c2=O)CC1 (stereo not given) returned Tau fibril FP -1%, TRb-SRC2 inh 5%, RGS12 GoLoco inh 5%, TexasRed fluor 0%, RECQ1 inh -1% and KDM4E inh -13%.
O=C(COc1ccccc1[N+](=O)[O-])Nc1ccc(N2CCN(C(=O)c3cccs3)CC2)cc1 was read as Tau fibril FP 2%, Tau ThT inhib inconclusive, TRb-SRC2 inh 5%, RGS12 GoLoco inh 2%, TexasRed fluor -8%, RECQ1 inh 0%, L3MBTL1 inh -29% and KDM4E inh 2%.
Screening Nc1cc(=O)[nH]c(SCC(=O)Nc2cccc(Cl)c2Cl)n1 returned Tau fibril FP 3%, Tau ThT inhib 3%, TRb-SRC2 inh -11%, RGS12 GoLoco inh 5%, TexasRed fluor -6%, RECQ1 inh inactive and KDM4E inh 1%.
`O=S(=O)(c1ccc2ncn(O)c2c1)N1CCOCC1` gave Tau fibril FP 5%, Tau ThT inhib 6%, TRb-SRC2 inh 2%, RGS12 GoLoco inh 1%, TexasRed fluor -2%, RECQ1 inh 4%, L3MBTL1 inh -6% and KDM4E inh -10%.
CCN(CC)c1ccc(NC(=O)c2cccc(C)c2OC)c(C)c1 was read as Tau fibril FP 9%, Tau ThT inhib inconclusive, TRb-SRC2 inh 2%, RGS12 GoLoco inh -24%, TexasRed fluor -4%, RECQ1 inh -2%, L3MBTL1 inh inconclusive and KDM4E inh -1%.
CCCCN(Cc1ccccc1)C(=O)CN(C)S(=O)(=O)c1ccc2c(c1)c(=O)n(C)c(=O)n2C was read as Tau fibril FP 1%, Tau ThT inhib -9%, TRb-SRC2 inh 4% and TexasRed fluor 5%.
For NC(=O)C1CCN(C(=O)CCSc2ccccc2)CC1 the results were Tau fibril FP -4%, Tau ThT inhib -6%, TRb-SRC2 inh 3%, RGS12 GoLoco inh 6%, TexasRed fluor -4%, RECQ1 inh -2%, L3MBTL1 inh 5% and KDM4E inh 5%.
For COc1ccccc1OCC(=O)NC1CCCCCC1 the results were Tau fibril FP 3%, Tau ThT inhib 1%, TRb-SRC2 inh -5%, RGS12 GoLoco inh 1%, TexasRed fluor 0%, RECQ1 inh 0%, L3MBTL1 inh 3% and KDM4E inh 6%.
O=C(NCCSc1ccccc1)c1ccccc1 was read as Tau fibril FP 3%, Tau ThT inhib 1%, TRb-SRC2 inh 2%, RGS12 GoLoco inh 0%, TexasRed fluor 6%, RECQ1 inh inconclusive and KDM4E inh 5%.
`O=C(OCCNc1nc(-c2ccccc2)nc2ccccc12)c1cccnc1` gave Tau fibril FP -13%, Tau ThT inhib 5%, TRb-SRC2 inh -7%, RGS12 GoLoco inh 9%, TexasRed fluor 0%, RECQ1 inh inactive, L3MBTL1 inh 2% and KDM4E inh inconclusive.
`Cc1[nH]c2ccccc2c1C(C#N)(C#N)C1C(=O)c2ccccc2C1=O` gave Tau fibril FP inconclusive, Tau ThT inhib 6.3µM*, TRb-SRC2 inh -1%, RGS12 GoLoco inh -7%, TexasRed fluor -4%, RECQ1 inh -2%, L3MBTL1 inh inconclusive and KDM4E inh inconclusive.
For CC(C)=CCC/C(C)=C/CO/N=C1/C[C@@H](O)[C@@H](O)[C@@H]2[C@@H]3C(=O)N(c4cccc(Oc5ccccc5)c4)C(=O)[C@H]3CC[C@@H]12 the results were Tau fibril FP -4%[11.6 µM], Tau ThT inhib -1%[11.5 µM], TRb-SRC2 inh 6%[11.2 µM], TexasRed fluor -23%[11.2 µM] and RECQ1 inh inactive[11.5 µM].
For CCOC(=O)C(=O)Nc1ccc(OCc2ccccc2)cc1 the results were Tau fibril FP -5%, Tau ThT inhib -14%, TRb-SRC2 inh -2%, RGS12 GoLoco inh 6%, TexasRed fluor -3%, RECQ1 inh inactive, L3MBTL1 inh 3% and KDM4E inh -9%.
Screening CCSc1cc(C)nc2c(-c3ccc(Cl)cc3)c(C)nn12 returned Tau fibril FP 0%, Tau ThT inhib -12%, TRb-SRC2 inh -11%, RGS12 GoLoco inh 3%, TexasRed fluor -3%, RECQ1 inh -7% and KDM4E inh inconclusive.
For O=C(CSc1nncs1)N1CCN(S(=O)(=O)c2ccccc2)CC1 the results were Tau fibril FP -3%, Tau ThT inhib -1%, TRb-SRC2 inh 11%, RGS12 GoLoco inh 6%, TexasRed fluor 0%, RECQ1 inh inactive, L3MBTL1 inh -5% and KDM4E inh 13%.

The list is partial (hit frequency here may not be typical).
